Screening data (PubChem BioAssay)
CatG inh – blocks human cathepsin G enzyme activity | P08311 | purified enzyme, AMC-tetrapeptide fluorescence, pooled mixtures | inhibition, % at 5 µM (by protocol) | actives 0.2% (n = 62,000) | AID 581;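 active = inhibition above 20% in each of the two mixture wells holding the compound; inactive = inhibition of 20% or less in either well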;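 also: 0% = enzyme control without mixture and 100% = blank lacking enzyme; strong numbers were not always called active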
Target sequence (P08311 21-244 limits assumed): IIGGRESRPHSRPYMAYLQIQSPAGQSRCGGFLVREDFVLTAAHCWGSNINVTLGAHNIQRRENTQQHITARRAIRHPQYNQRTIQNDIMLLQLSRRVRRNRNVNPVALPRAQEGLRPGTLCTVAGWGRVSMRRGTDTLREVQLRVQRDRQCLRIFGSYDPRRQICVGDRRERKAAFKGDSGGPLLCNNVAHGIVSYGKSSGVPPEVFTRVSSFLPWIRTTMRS
FXIa mix inh – blocks human factor XIa in pooled compound mixtures; inhibition, % at 5 µM; actives 0.19% (n = 62,000); purified FXIa, fluorogenic substrate; AID 680;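 also: each value is inhibition by a whole ten-compound pool holding the compound; 0% = enzyme with no mixture and 100% = wells lacking enzyme; strong numbers were not always called active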
AP complement – alternative pathway complement inhibition, orthogonal assay. Human serum alternative complement pathway, LPS-coated ELISA, C3 deposition; tested in compound mixtures. inhibition, % at 5 µM. actives 0.08% (n = 62,000). AID 1235;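 active = inhibition above 30% in each of the two pooled mixtures holding the compound, so the lower value exceeds 30%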;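 also: 0% = serum in Mg-EGTA without compound and 100% = EDTA serum blank; some compounds past the cut are filed as inactive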
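Test system: human serum alternative complement pathway, C3 deposition on LPS-coated wells; also added: Plate-bound LPS; doses: 5 µM per compound in ten-compound mixtures; schedule: 1 h at 37 °C; detection: Anti-C3 ELISA, OD 450 nm; evaluation: percent inhibition of C3 deposition onto LPS; repeats: two pool placements per compound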
C1s block – human complement C1s inhibition; P09871; purified C1s, fluorogenic AMC substrate, pooled mixtures; mean inhibition % of two 10-compound mixtures (stronger effect = higher value), % at 5 µM (by protocol); actives 0.16% (n = 62,000); AID 538;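 active = inhibition above 20% in each of the two 10-compound mixture wells holding the compound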;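 also: 0% = enzyme wells lacking compound mixture and 100% = no-enzyme blank wells; some compounds called inactive have numbers as strong as hits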
CatS block – blocks human cathepsin S protease activity; recombinant cathepsin S, AMC dipeptide fluorescence, pooled mixtures; actives 0.06% (n = 62,000); inhibition, %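 (tested at 5 µM per compound within 10-compound mixtures)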; in the data active = inhibition above about 32%, passing the limit was not always enough;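 also: 0% = enzyme without compound and 100% = blank without enzyme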
Target sequence (P25774 115-331 limits assumed): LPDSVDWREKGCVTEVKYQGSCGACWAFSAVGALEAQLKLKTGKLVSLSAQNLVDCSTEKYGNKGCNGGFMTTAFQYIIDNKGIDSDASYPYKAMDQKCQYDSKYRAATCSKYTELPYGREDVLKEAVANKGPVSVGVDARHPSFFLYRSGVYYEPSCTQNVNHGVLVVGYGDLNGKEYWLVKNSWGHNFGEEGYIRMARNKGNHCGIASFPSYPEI
FXIIa mix inh – factor XIIa (human) inhibition, mixture screen | P00748 | purified FXIIa, fluorogenic substrate, pooled mixtures | inhibition, % at 5 µM | actives 0.2% (n = 62,000) | AID 684;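 also: 0% = enzyme without compound and 100% = no enzyme blank; some results filed as inactive read as strong as hits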
CatL block – blocks human cathepsin L protease activity. P07711. AID 460. inhibition, %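 (tested at 10 µM)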. actives 0.17% (n = 58,000). purified cathepsin L, fluorogenic substrate, fluorescence; in the data active = inhibition above about 45%;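 also: 0% = enzyme with no compound and 100% = no enzyme blank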
Target sequence (P07711 114-288 limits assumed): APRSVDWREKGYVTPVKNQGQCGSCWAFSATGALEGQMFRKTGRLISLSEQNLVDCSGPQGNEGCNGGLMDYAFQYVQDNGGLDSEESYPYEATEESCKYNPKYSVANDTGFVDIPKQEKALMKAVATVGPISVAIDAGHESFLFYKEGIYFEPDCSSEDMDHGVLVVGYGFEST
Target sequence (P07711 292-333 limits assumed): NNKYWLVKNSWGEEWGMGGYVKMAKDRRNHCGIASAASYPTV
CatB block – human cathepsin B inhibition | purified cathepsin B, fluorogenic substrate, fluorescence | inhibition, %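 (tested at 10 µM)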 | actives 0.1% (n = 63,000); in the data active = inhibition above about 21%;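 also: 0% = enzyme with no compound and 100% = no enzyme blank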
CatB mixtures – inhibitors of human cathepsin B in compound mixtures; P07858; actives 0.06% (n = 62,000); inhibition, %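 (ten-compound pools at 5 µM per compound and 50 µM total)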; Purified cathepsin B, AMC dipeptide fluorescence; in the data active = inhibition above about 22%, passing the limit was not always enough;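 also: 0% = enzyme without compound and 100% = no enzyme blank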
Active calls of the source: *; / = no result given. Rule as the data show it, unless noted: active = inhibition above about 20% (passing the limit was not always enough); inactive = the rest. Not all compounds are listed; count on the stated rates, not on these rows.

SMILES	CatG inh	FXIa mix inh	AP complement	C1s block	CatS block	FXIIa mix inh	CatL block	CatB block	CatB mixtures
O=C1c2ccccc2N2C(=O)c3ccccc3C2N1Cc1ccco1 (centres undefined)	7	2	-1	10	7	2	14	3	-1
O=C(OCCN1CCOCC1)c1cccnc1	9	10	14	5	2	1	/	0	2
COCC(=O)N(Cc1nc2ccccc2c(=O)[nH]1)Cc1cccs1	-1	2	14	-5	-7	11	-1	2	5
CCOCCCn1c(=N)c(C(=O)Nc2cc(C)on2)cc2c(=O)n3ccccc3nc21	-14	-5	1	-46	9	1	-45	-4	-6
O=C(COC(=O)CCC(=O)c1ccc(Cl)cc1)NCC1CCCO1 (centres undefined)	0	2	6	3	12	-2	17	-1	0
O=c1cnn(-c2ccccc2)c(-c2ccccc2)c1	7	1	-1	4	3	-2	16	8	0
COc1ccc(C(=O)COC(=O)CN2C(=O)NC(C)(C)C2=O)cc1OC	0	1	20	-6	6	2	9	-4	6
COc1ccc2[nH]c(=O)c(CN(Cc3nnnn3Cc3ccco3)C3CCCCC3)cc2c1	-6	4	-13	-10	5	7	22	5	5
CC1(C(=O)O)CCC(C(=O)Nc2ccccc2)C1(C)C (centres undefined)	11	6	5	13	/	0	4	4	51
CCCOC(=O)Nc1cc(OC)c(Cl)cc1OC	11	10	6	14	0	1	8	4	-1
CCN(Cc1ccncc1)S(=O)(=O)c1ccc(C(C)=O)cc1	9	5	8	15	15	-1	7	2	5
COc1cccc(C(=O)NC2CCN(C(=O)N3CCCCC3)CC2)c1	6	3	2	12	1	5	21	5	-1
CN(C(=O)C1CCOC1)c1nnc(-c2cccnc2)s1 (centres undefined)	0	-1	-7	-13	/	6	50*	11	45
CCOC(=O)c1c(C)[nH]c(C(=O)OCC(=O)N2c3ccccc3CC2C)c1C (centres undefined)	8	-3	16	2	1	2	6	2	3
Cn1c(=O)n(CCN2CCOCC2)c(=O)c2c1nc1n2CCCN1c1ccccc1	-11	0	-16	-5	3	11	-3	3	1
CCC(c1nnnn1C(C)(C)C)N(CCOC)Cc1cc2cccc(C)c2n2nnnc12 (centres undefined)	10	-1	-16	-13	4	-12	4	2	0
CC(C)(O)C#Cc1ccccc1C(=O)NC(CC(N)=O)C(=O)O (centres undefined)	8	6	-1	16	12	7	/	4	-1
N#CC(C(=O)OCc1ccccc1)c1nc2ccccc2nc1N1CCOCC1 (centres undefined)	2	14	12	3	7	2	14	-4	5
COc1cccc(NC(=O)C2CC(=O)N(C)C(=Nc3cccc(F)c3)S2)c1 (centres undefined)	3	4	18	-21	5	2	23	-6	6
Clc1cccc(-c2nnc(SCc3nc4ccccc4[nH]3)n2Cc2ccco2)c1	0	9	11	2	1	4	12	-4	4
CCCCc1nc2ccccc2c(=O)n1NC(=O)c1c(O)c2cccc3c2n(c1=O)CC3	12	1	-8	4	0	3	0	-2	-3
CCOC(=O)Cc1csc(NC(=O)c2ccc(C)o2)n1	10	8	3	7	13	-18	9	5	4
Cn1c(C(=O)NC2CCCCC2)cc2c(=O)n(C)c3ccccc3c21	9	-1	10	12	6	-13	12	1	-3
Cc1cc(C)n(-c2nc3sc4c(c3c3nnc(SC(C)C)n23)CC(C)(C)OC4)n1	-15	-2	-10	-24	13	-2	0	10	7
Cc1noc(C)c1S(=O)(=O)N1CCC(C(=O)N2CCN(c3ccc(Cl)cc3)CC2)CC1	4	5	-3	8	4	6	18	-4	0

A draw from above in order of formula weight, falling:
SMILES	CatG inh	FXIa mix inh	AP complement	C1s block	CatS block	FXIIa mix inh	CatL block	CatB block	CatB mixtures
CCC(c1nnnn1C(C)(C)C)N(CCOC)Cc1cc2cccc(C)c2n2nnnc12 (centres undefined)	10	-1	-16	-13	4	-12	4	2	0
O=C(COC(=O)CCC(=O)c1ccc(Cl)cc1)NCC1CCCO1 (centres undefined)	0	2	6	3	12	-2	17	-1	0
COc1cccc(C(=O)NC2CCN(C(=O)N3CCCCC3)CC2)c1	6	3	2	12	1	5	21	5	-1

Reformatted as a markdown table: two of the compounds above.
| canonical_smiles | CatG inh | FXIa mix inh | AP complement | C1s block | CatS block | FXIIa mix inh | CatL block | CatB block | CatB mixtures |
| --- | --- | --- | --- | --- | --- | --- | --- | --- | --- |
| CCOC(=O)Cc1csc(NC(=O)c2ccc(C)o2)n1 | 10 | 8 | 3 | 7 | 13 | -18 | 9 | 5 | 4 |
| Cn1c(C(=O)NC2CCCCC2)cc2c(=O)n(C)c3ccccc3c21 | 9 | -1 | 10 | 12 | 6 | -13 | 12 | 1 | -3 |

Going on with the list:
SMILES	CatG inh	FXIa mix inh	AP complement	C1s block	CatS block	FXIIa mix inh	CatL block	CatB block	CatB mixtures
c1ccc(CC2CNc3ccccc3CN2)cc1 (centres undefined)	8	-1	8	5	-4	2	5	6	0
O=C(COC(=O)c1cccs1)NCC1CCCO1 (centres undefined)	-1	-7	-5	-11	1	8	18	-2	-2
CCOC(=O)N1CCN(c2c(-c3ccccc3)c3cc(Cl)ccc3[nH]c2=O)CC1	7	3	15	9	2	0	7	2	1
CN1C(=O)C2(c3ccccc31)N(C)CC(c1ccccn1)C21SC(=S)N(Cc2ccco2)C1=O (centres undefined)	-8	5	-8	-3	-2	2	-2	2	2
CCOC(=O)C1(C(F)(F)F)N=C(c2cccnc2)OC(N2CCOCC2)=N1 (centres undefined)	0	8	2	-4	13	3	4	4	0
Cc1ccc2nsnc2c1S(=O)(=O)N(CCO)Cc1cc2cc3c(cc2[nH]c1=O)OCCO3	6	13	8	10	2	11	13	2	5
N#Cc1nc(-c2cccs2)oc1NCCc1ccccc1	7	0	10	-30	-10	3	-219	-2	49
CCCOc1ccc2oc(=O)c3c(c2c1)CCCN3C(=O)CN1CCc2ccccc2C1	-2	11	4	-4	-4	12	-12	-1	1
CC(C)CC(NC(=O)C(CC(C)C)NC(=O)OC(C)(C)C)C(=O)O (centres undefined)	9	8	25	17	-4	1	-6	0	14
Cc1cc(C)nc(N2CCCC(C(=O)NCCc3ccc(F)cc3)C2)n1 (centres undefined)	17	9	-2	19	12	4	7	3	6
CCOc1ccc(NC(=O)CN2CCN(CC(=O)Nc3ccc4c(c3)OCCO4)CC2)cc1	-1	5	8	-5	5	1	6	1	3
Cc1csc(NC(=O)c2nc3nc(C)cc(C)n3n2)n1	-10	3	-15	-18	1	3	/	-2	-2
CCOCCn1c(CN2CCN(c3ccc(F)cc3)CC2)nc2c1c(=O)n(C)c(=O)n2C	10	4	7	16	5	-19	-5	2	6
Cc1ccc(CNC(=O)CN2CCN(Cc3ccc(C)cc3)C2=O)cc1	-11	1	4	-32	-5	-12	/	2	-2
CN(C)c1ccc(C(=O)c2ccc(N(C)C)c(N)c2)cc1N	9	4	18	12	-15	0	2	3	3
CS(=O)(=O)N(CC(=O)Nc1cccnc1)c1ccc2c(c1)OCO2	7	10	12	4	-5	4	6	-2	2
CC(C)NS(=O)(=O)c1cc(C(=O)O)ccc1Cl	8	5	6	43	-9	11	3	2	2
CCOC(=O)CC(=O)Nc1nnc(C(C)C)s1	12	9	10	15	-3	7	0	-1	2
Cc1cc(NC(=O)CN2CCC(n3nnc4cc(C(F)(F)F)ccc43)CC2)no1	-4	6	8	-23	-1	4	-16	4	-1
O=C(O)c1ccc(NS(=O)(=O)c2cccc3nsnc23)cc1	11	4	8	14	15	4	14	4	8
COc1ccc(S(=O)(=O)Nc2ccc3c(c2)OCCO3)cc1Cl	7	7	3	12	-4	12	6	4	0
O=C(CSc1ncnc2c1cnn2-c1ccccc1)Nc1ccccc1	-2	6	14	-5	0	6	-2	-2	16
COc1cc(Nc2nc(SCC#N)nc3ccccc23)cc(OC)c1OC	9	7	14	3	-3	7	0	-1	3
O=C(Nc1ccncc1)c1ccc2c(c1)OCCO2	7	-1	7	-9	-7	-12	-2	1	1
O=C(c1n[nH]c(=O)c2ccccc12)N1CCN(c2ccc(F)cc2)CC1	13	9	12	8	0	10	-4	0	7

Carrying on.
SMILES	CatG inh	FXIa mix inh	AP complement	C1s block	CatS block	FXIIa mix inh	CatL block	CatB block	CatB mixtures
O=S(=O)(NCC1CCCO1)c1cccc(C(F)(F)F)c1 (centres undefined)	-6	3	-1	-16	-8	11	-4	3	2
CC(=O)Nc1ccc(C)cc1NC(C)=O	-1	0	-10	5	2	10	29	0	-1
Cc1cc(NC(c2cccnc2)c2c(C)[nH]c3ccccc23)no1 (centres undefined)	10	-1	11	-7	0	-1	-1	0	-9
OC(COCc1ccccc1)CN1CCCC1 (centres undefined)	11	4	11	6	8	-6	15	5	3
CCC1(CC)Cc2ccccc2-c2nc(CN3CCOCC3)[nH]c(=O)c21	-6	8	-1	0	9	5	6	2	-1
CCOC(=O)Cc1csc(NC(=O)CS(=O)(=O)Cc2ccccc2)n1	11	6	3	19	-2	4	5	-1	3
CCc1c(C#N)c(SCc2c(C)noc2C)nc2c1C(=O)CC(C)(C)C2	-4	7	-5	-1	-6	-13	0	0	-2
CC(=O)c1c(C)nc(-c2ccc(Cl)cc2)nc1NC(=O)C(C)C	-3	5	6	32	6	3	0	7	6
Cc1ccc(-c2noc(CCC(=O)NC3CCN(Cc4ccccc4)CC3)n2)cc1	15	1	2	19	5	2	12	3	-2
Cc1ccsc1-c1nc(CSCC(=O)N2CCN(c3ccccc3)CC2)c(C)o1	-1	4	16	-35	9	4	8	-4	2
Cc1ccc(-c2nc(CS(=O)(=O)CC(=O)NC3CCCCC3C)c(C)o2)cc1 (centres undefined)	-13	-36	8	-1	-14	5	/	1	-18
Cc1cccc(Cn2c(SCCO)nc3c2c(=O)n(C)c(=O)n3C)c1	9	0	13	3	-1	-17	13	-1	-5
Cc1cc(C)n(C(=O)c2cccc(S(=O)(=O)N3CCCC3)c2)n1	9	1	13	2	-3	-1	2	-1	-6
COc1ccc(C)cc1NC(=O)CN1CCN(c2ccc(F)cc2)CC1	-7	8	3	-48	2	0	34	-1	-2
COC(=O)CN(Cc1ccccc1)S(=O)(=O)c1ccc(OC)c(OC)c1	8	1	-4	11	0	16	3	-1	-1
Cc1cc(C)nc(-n2nc(C)c3c(=O)[nH]c(C(F)(F)F)nc32)n1	-1	-5	-8	-17	6	-9	/	1	-5
COc1ccc(Cn2c3nc4ccccc4nc3c3c(=O)n(Cc4ccco4)cnc32)cc1	-16	-6	17	-30	-14	-3	-18	7	-10
CC1(C)CC(N2CCN(c3ccccc3)CC2)=CC(=[N+]2CCCC2)C1	11	-3	-2	-5	16	4	8	1	2
COc1ccccc1C(=O)Oc1ccc(N2C(=O)CCC2=O)cc1	-1	7	12	4	-15	5	-7	-6	3
COc1ccc2c(c1)OC(O)(C(F)(F)C(F)F)CC2=O (centres undefined)	6	2	3	8	8	5	1	2	-2
COc1cccc(NC(=O)CSc2ccccn2)c1	10	3	10	11	-9	1	13	-1	2
c1coc(-c2nc3ccccc3nc2-c2ccco2)c1	5	-2	14	-17	-5	-20	/	5	5
COc1cccc2c(=O)n(CC(=O)N3CCN(c4ccccc4)CC3)ccc12	-3	5	14	-13	17	5	/	2	5
CCN(CC)S(=O)(=O)c1cccc(-c2nnc(SCC(=O)NC)n2CCc2ccccc2)c1	9	-5	6	1	5	-11	5	2	-5
CC1(C)S[C@@H]2[C@H](NC(=O)Cc3ccccc3)C(=O)N2[C@H]1C(=O)O	2	6	7	2	-13	-23	14	-1	4
Nc1cccc2cnccc12	-9	3	-2	-23	20	-1	3	8	11
CC1=C(C#N)C(c2ccc3ncccc3c2)C(C#N)=C(C)N1	9	8	11	15	-10	4	3	4	5
Cc1cc(=O)oc2cc(OCc3nnc(-c4ccccc4Br)o3)ccc12	3	-2	13	-31	7	1	12	3	1
COc1cc(OC)cc(OCC(O)Cn2cnc3cc(C)c(C)cc32)c1 (centres undefined)	10	3	30	13	-1	-20	3	2	8
CCNC(=O)C1CC(=O)N(c2ccc(OCC)cc2)C1 (centres undefined)	4	-13	7	-36	7	-3	11	2	-7
